Sm TGR inh – blocks Schistosoma mansoni thioredoxin glutathione reductase; Q962Y6; purified TGR, DTNB reduction, TNB absorbance 405 nm; Potency, µM (doses to about 114 µM), without a hit: at the highest dose activity change, negative = inhibition, hits mostly inhibitors; 360,000 compounds, 3% hits; AID 485364; further: potency means the concentration at half of the fitted maximal effect; nearly all actives have a fitted effect of over 60% in size
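First, TGR (20 nM dispensed) and NADPH were mixed with compound. Second, a 15 min room-temperature incubation followed. Third, further NADPH and then DTNB were added to start the reaction. Finally, TNB absorbance was monitored kinetically.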
HCMV inh – human cytomegalovirus inhibition. 410,000 compounds, 4.5% hits. HFF cells, HCMV-luciferase reporter, 72 h; stronger effect = lower value. activity change, negative = inhibition, % at 57.5 µM; in the data active means activity change below about -60%; inconclusive means no clear call, values can overlap the other calls; inactive means above about -39%
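Two compound doses tested in HFFs infected with HCMV-luciferase, MOI 1 PFU/cell, 72 h at 37C. Lysate luminescence read with OneGlo; data normalized against buffer-only and 10uM Salinomycin inhibitor controls.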
FBPA Giardia inh – blocks Giardia fructose-bisphosphate aldolase activity; Potency, µM (titrated, usually from 59.6 µM), inactives show at the highest dose activity, negative = inhibition, hits mostly inhibitors; purified Giardia FBPA; AID 2451; 290,000 compounds, 0.71% hits; A8B2U2; further: potency means the concentration at half of the fitted maximal effect; nearly all actives have a fitted effect of over 55% in size
Target sequence (A8B2U2 whole entry, looked up): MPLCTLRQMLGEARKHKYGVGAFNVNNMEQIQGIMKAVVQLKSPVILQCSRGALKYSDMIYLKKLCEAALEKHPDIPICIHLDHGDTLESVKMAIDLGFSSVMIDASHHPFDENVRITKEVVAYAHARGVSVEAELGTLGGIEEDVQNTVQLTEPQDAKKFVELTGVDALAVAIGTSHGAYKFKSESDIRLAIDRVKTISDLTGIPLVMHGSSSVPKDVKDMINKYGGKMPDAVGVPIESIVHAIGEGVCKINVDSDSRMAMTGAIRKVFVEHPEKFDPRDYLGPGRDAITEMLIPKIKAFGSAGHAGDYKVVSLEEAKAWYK
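40 nM FBPA preincubated 10 min at RT with compound (up to 57.5 uM final), then substrate plus GAPDH/TPI/NAD/arsenate coupling and diaphorase/resazurin added. Fluorescence read after 20 min at RT, 525/598 nm.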
HCV inh – HCV inhibition. Potency, µM (titrated, usually from 41.8 µM), for the others: at the highest dose activity change, negative = inhibition, usual class: inhibitors. 340,000 compounds, 3.4% hits. AID 651820. Huh7.5.1 HCVcc-Cre infection, luciferase reporter, 44 h; further: potency means the concentration at half of the fitted maximal effect
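Antiviral activity was scored by luciferase reporter output from cells infected with HCVcc-Cre (~0.5 moi) in presence of compound, 44 h infection period, cells seeded 1,000/well 4 h prior.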
AmpC no deterg – AmpC beta-lactamase inhibition without detergent; P00811; AmpC nitrocefin hydrolysis, absorbance 480 nm, 0.0001% Triton; Potency, µM (doses to about 57.1 µM), for the others: at the highest dose activity change, negative = inhibition, usual class: inhibitors; 330,000 compounds, 0.52% hits;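 further: potency means the concentration at half of the fitted maximal effect; plate controls were no compound for no effect and no enzyme for full effect; nearly all actives have a fitted effect of over 20% in size; some results filed as inactive show a strong effect at the top dose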
Target sequence (P00811 whole entry, looked up): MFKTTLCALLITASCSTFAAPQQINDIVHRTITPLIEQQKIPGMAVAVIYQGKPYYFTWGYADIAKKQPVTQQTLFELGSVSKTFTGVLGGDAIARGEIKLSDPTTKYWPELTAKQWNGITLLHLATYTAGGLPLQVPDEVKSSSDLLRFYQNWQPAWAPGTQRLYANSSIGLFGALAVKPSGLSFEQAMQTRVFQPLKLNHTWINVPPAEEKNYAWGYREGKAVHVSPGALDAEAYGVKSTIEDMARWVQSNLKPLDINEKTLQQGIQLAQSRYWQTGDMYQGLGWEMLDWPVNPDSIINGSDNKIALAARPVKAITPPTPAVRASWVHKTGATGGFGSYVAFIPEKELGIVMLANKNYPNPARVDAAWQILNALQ
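20 mM phosphate pH 7.0 + 0.01% (detergent screen) or 0.0001% Triton X-100; 5.3 nM AmpC reagent; cpd preinc 15 min RT; nitrocefin (800 uM stock) to start; A480 q20 s × 4 min; Activity was normalised to no-enzyme and no-compound control wells.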
AmpC detergent – inhibitors of E. coli AmpC beta-lactamase with detergent | 370,000 compounds, 0.041% hits | P00811 | AmpC hydrolysis of nitrocefin, absorbance 480 nm, 0.01% Triton | AID 485294 | Potency, µM (titrated, usually from 114 µM), without a hit: at the highest dose activity change, negative = inhibition, most hits filed as inhibitors;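 further: potency means the concentration at half of the fitted maximal effect; 0% = no-compound wells and -100% = no-enzyme wells; nearly all actives have a fitted effect of over 25% in size; some results filed as inactive show a strong effect at the top dose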
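AmpC (5.3 nM in the dispensed reagent) in 20 mM phosphate pH 7.0 with 0.01% (detergent screen) or 0.0001% Triton X-100 was preincubated with compounds for 15 min at room temperature. Nitrocefin was then added from an 800 uM solution, and hydrolysis was followed at 480 nm.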
The depositor's hits bear a star; u = inconclusive; x = no result given; [ ] = another dose, or the depositor's remark. Unless noted, the call rests on the fitted dose curve; in most records, active means well fitted curve in the direction sought with a large enough effect; inconclusive means small, poorly fitted or top-dose-only effect, or another doubt; inactive means no such curve, though single readings can be large; an effect the other way counts as inactive or inconclusive. Unless noted, on the % scale 0 is the no-effect control and ±100 the full control effect. Hits appear at their usual frequency; overall some 9.9% were active at least once.

Under each structure – AmpC no deterg	Sm TGR inh	HCMV inh	FBPA Giardia inh	AmpC detergent	HCV inh
- COc1cccc(N2CCN(C(=O)Cn3c(=O)oc4ccccc43)CC2)c1
→ -7%	-3%	-2	2%	0%	-4%
- NC(=O)C1CCN(CC(=O)Nc2ccc3c(c2)OCCO3)CC1
→ -13%	x	-14	x	x	-7%
- O=C(CSc1nnnn1C1CCCCC1)NNC(=O)c1ccco1
→ -6%	12%	45	6%	0%	3%
- O=S(=O)(Nc1cc(Sc2ncn[nH]2)c(O)c2ccccc12)c1ccccc1
→ -45%	0.89µM*	-99*	2µM*	-2%	u
- CCc1ccc(NC(=O)CC2C(=O)N(c3cccc(OC)c3)C(=O)N2C2CCCC2)cc1 (configuration not stated)
→ x	-4%	-4	x	-2%	x
- C/C(=N\NC(=O)Cn1nnc2ccccc21)c1ccco1
→ -3%	0%	-26	-2%	-8%	-1%
- CCC(C)C(NC(=O)C1CCC(C)CC1)C(=O)NCc1ccco1 (configuration not stated)
→ 6%	-15%	-22	4%	-1%	6%
- CSc1ccccc1NC(=O)C1CCCN(S(C)(=O)=O)C1 (configuration not stated)
→ -9%	11%	71	6%	-19%	16%
- COc1ccccc1CN1CC(C(=O)NCc2cnn(C)c2)CCC1=O (configuration not stated)
→ 2%	-8%	6	x	-1%	25%
- CCC1(C)Cc2ccccc2/C(=C/C(=O)N2CCCCC2)N1 (configuration not stated)
→ 78%[activator]	-7%	-8	-1%	-17%	-17%
- CCN(CC)S(=O)(=O)c1ccc(NC(=O)CCc2c(C)nc3cc(-c4ccc(Cl)cc4)nn3c2C)cc1
→ x	-5%	-76*	x	-11%	x
- O=C(CN1CCC(n2nnc3cc(F)ccc32)CC1)N1CCc2ccccc2C1
→ 31%	0%	-17	4%	-7%	u
- COc1ccc(-c2csc3ncnc(Nc4ccccc4)c23)cc1
→ x	13%	-15	x	15%	x
- CCOc1ccc(NC(=S)N2CCCN(Cc3cccc(Cl)c3)C2)cc1
→ -7%	1%	0	-2%	-12%	-1%
- O=C(OC1Cn2c(=O)ccc(=O)n2C1)c1ccc([N+](=O)[O-])cc1
→ -24%	-4%	0	6%	u	-3%
- Cc1ccccc1S(=O)(=O)Nc1nc2ccccc2nc1NCCO
→ -18%	5%	51	13%	-18%	u
- O=S(=O)(c1cc(Cl)ccc1Br)N1CCOCC1
→ -7%	4%	-22	3%	u	-5%
- CC(C)NC(=O)COC(=O)c1cc(F)c(F)cc1Cl
→ -10%	-3%	62	3%	2%	-19%
- CC(C)(C)C(=O)Nc1ccc(C(=O)COC(=O)C2=COCCO2)cc1
→ -6%	-8%	9	x	-18%	1%
- CCCc1nc2ccccc2c(=O)n1NC(=O)c1c(O)c2ccccc2n(C)c1=O
→ -12%	14%	-35	-5%	7%	-25%

Compounds from the list above that have fluorine, in the order listed:
Under each structure – AmpC no deterg	Sm TGR inh	HCMV inh	FBPA Giardia inh	AmpC detergent	HCV inh
- O=C(CN1CCC(n2nnc3cc(F)ccc32)CC1)N1CCc2ccccc2C1
→ 31%	0%	-17	4%	-7%	u
- CC(C)NC(=O)COC(=O)c1cc(F)c(F)cc1Cl
→ -10%	-3%	62	3%	2%	-19%

An excerpt from above with just Sm TGR inh:
| structure | Sm TGR inh |
| --- | --- |
| COc1ccc(-c2csc3ncnc(Nc4ccccc4)c23)cc1 | 13% |
| CCOc1ccc(NC(=S)N2CCCN(Cc3cccc(Cl)c3)C2)cc1 | 1% |
| O=C(OC1Cn2c(=O)ccc(=O)n2C1)c1ccc([N+](=O)[O-])cc1 | -4% |

Other records follow.
Under each structure – AmpC no deterg	Sm TGR inh	HCMV inh	FBPA Giardia inh	AmpC detergent	HCV inh
- CC(C)c1ccc(NC(=O)COc2ccccn2)cc1
→ 0%	4%	35	3%	u	15%
- CCOC(=O)c1ccc(NC(=O)CSc2nnc(CNc3ccc(C)cc3)n2C)cc1
→ 51%	-12%	5	-2%	-10%	-7%
- COCCCN(C(=O)c1ccco1)c1nc(-c2ccc(OC)cc2)cs1
→ 18%	-3%	46	2%	-2%	u
- COc1ccc(NC(=O)c2oc3ccccc3c2NC(=O)C2CC2)cc1OC
→ 91%[activator]	2%	-21	-10%	-9%	u
- CC(C)c1nc2c(c(=O)n(C)c(=O)n2C)n1C
→ -7%	1%	63	0%	1%	3%
- CC1(C)CC(=O)C2=C(C1)OC(c1cccs1)C(C#N)=C2N (configuration not stated)
→ -33%	0%	44	0%	-6%	21%
- O=C(COC(=O)CCc1nc2ccccc2c(=O)[nH]1)Nc1ccc(N2CCOCC2)cc1
→ -17%	-23%	-20	-6%	4%	1%
- O=C(NCc1ccco1)N1c2ccccc2Sc2ccccc21
→ 0%	u	-11	0%	-2%	1%
- Fc1ccc(CCNCc2ccc(Cl)c(Cl)c2)cc1
→ -13%	-19%	36	-7%	u	6%
- COC(=O)C1=C(C)NC(C)=C(C(=O)OC)C1c1ccccn1
→ -7%	-10%	-9	1%	5%	-1%
- Cc1ccc(S(=O)(=O)N2CCN(c3nn(C)c(=O)n(C)c3=O)CC2)cc1C
→ -10%	-18%	-10	x	u	14%
- COc1ccc(NC(=O)c2c(C(F)(F)F)nn(C)c2SCc2ccccc2)cc1
→ -11%	0%	-2	-2%	-8%	u
- Cc1[nH]c2ccccc2c1/C=N/NC(=O)C1CC1(c1ccccc1)c1ccccc1 (configuration not stated)
→ 11µM*	-3%	-21	-1%	0%	u
- N#Cc1c(-c2ccccc2)nc(SCC(=O)Nc2ccccc2F)[nH]c1=O
→ -6%	3%	-17	19%	4%	-14%
- O=C1NC(CCc2ccccc2)C(=O)N1CCOc1ccccc1 (configuration not stated)
→ 2%	8%	32	2%	3%	11%
- Cc1nn(-c2ccccc2)c(N2CCCCC2)c1/C=N/O
→ -20%	0%	62	2%	3%	u
- COc1ccc(Cc2nc(-c3ccc(-n4cccc4)cc3)no2)cc1
→ -20%	-2%	-24	4%	-9%	-11%
- Cc1ccc(N/C=C/C(=O)C(C)(C)C)c(O)c1
→ -24%	5%	x	-25%	2%	-2%
- Cc1ccc(/C=C(\C#N)C(=O)N2CCCC2)c(C)c1
→ -9%	2%	-16	0%	4%	13%
- Cc1ccc(Cn2c(=O)n(Cc3ccccc3Cl)c(=O)c3cccnc32)cc1
→ x	0%	12	x	19%	x
- CSCCCNC(=O)c1ccc(OC2CCN(C(=O)c3cccnc3)CC2)cc1
→ -9%	-3%	-2	3%	3%	9%
- CC(C)(C)NS(=O)(=O)c1ccc(CCC(=O)O)cc1
→ -16%	-6%	-19	5%	3%	14%
- CC(Oc1ccc(C(C)(C)C)cc1)C(=O)NCC(c1ccco1)N1CCCC1 (configuration not stated)
→ 139%[activator]	-9%	-4	x	2%	u
- COc1cccc(N(C(=O)c2sc(C)nc2C)C(C(=O)NCC2CCCO2)c2ccccc2)c1 (configuration not stated)
→ 105%[activator]	-4%	-34	11%	-15%	-13%
- CCn1c(SCc2ccc(C(=O)O)cc2)nnc1-c1ccc(Cl)cc1
→ -9%	-20%	-10	6%	u	10%
- CCN(CC)C(=O)CSc1nnc(CCN)o1
→ -14%	-28%	63	-4%	u	u
- CC(=O)Nc1ccc(S(=O)(=O)N2CCC(NC(=O)C(Cc3cccc(F)c3)NC(C)=O)CC2)cc1 (configuration not stated)
→ 21%	45µM*	-5	x	3%	7%
- CNC(=O)C1CCC(=O)N1Cc1ccccc1Cl (configuration not stated)
→ -21%	15%	1	0%	u	3%
- CCOc1ccc(NC(=O)C(=O)NCc2ccncc2)cc1
→ -4%	0%	-21	4%	7%	-10%
- CCOc1ccc(C(=O)OC(C)CN2CCN(C)CC2)cc1 (configuration not stated)
→ 5%	-2%	75	-7%	-4%	1.8µM*
- CCOC(=O)C1CCN(S(=O)(=O)c2ccc3c4c2CC(=O)N4CC(C)S3)CC1 (configuration not stated)
→ -9%	-2%	8	-21%	-2%	3%
- CC(C)C(NC(=O)OCc1ccccc1)C(=O)NC1CCCCC1 (configuration not stated)
→ -20%	-8%	13	6%	-14%	15%
- CCOc1ccc(S(=O)(=O)N2CCC(C(=O)NCc3ccco3)CC2)cc1C
→ 39%	-3%	11	0%	-11%	-10%
- COc1ccc2oc(=O)c(C(=O)N3CCN(C(=O)c4ccccc4)CC3)cc2c1
→ -1%	-8%	-95*	0%	u	6%
- CCOc1nnc(C)c2c(C)n(-c3ccc(Cl)cc3)nc12
→ -20%	0%	0	2%	-5%	10%
- CCOC(=O)C1CCCN(C(=O)CCS(=O)(=O)c2cc3c(cc2Cl)NC(=O)CO3)C1 (configuration not stated)
→ x	-9%	1	x	-3%	x
- CN(C)CCCNS(=O)(=O)c1ccc(N2CCN(Cc3ccc4c(c3)OCO4)CC2)c([N+](=O)[O-])c1
→ 64%[activator]	-17%	-38	14µM*	-6%	5.6µM*
- CCc1cccc2c(C#N)cn(CCOc3ccccc3OC)c12
→ -19%	7%	-29	-6%	0%	-9%
- CCCNc1nc(Cl)nc(NC(C)(C)C)n1
→ -12%	-3%	-7	2%	-4%	-6%
- CCc1ccc(-n2nc(CO)c(C(=O)NC)n2)cc1
→ x	0%	21	x	1%	x
- CCN=C1NN=C(c2ccc(C)cc2)CS1
→ -22%	-1%	11	x	u	-20%
- CC(=O)N=c1ncn(CC(COC(C)=O)OC(C)=O)c2nc[nH]c12 (configuration not stated)
→ -16%	11%	13	2%	-2%	12%
- CC(=O)c1ccc(S(=O)(=O)Nc2ccc(-c3cn4c(n3)SCC4)cc2)cc1
→ -23%	-19%	-30	9%	1%	u
- CSc1nc(N)n2nc(-c3ccccc3)cc2n1
→ -5%	12%	447	-1%	-1%	-15%
- CCn1c(CN2CCC(C)CC2)nc2cc(NC(=O)c3ccc([N+](=O)[O-])cc3)ccc21
→ x	0%	-7	x	30%	x
- COc1ccc([C@H]2CC(=O)C=C(c3ccc(CNC(=O)OC(C)(C)C)cc3)C2)cc1
→ 0%	0%	21	x	-7%	u
- O=C(c1ccoc1)N1CCCC(N2CCN(c3cccc(Cl)c3)CC2)C1 (configuration not stated)
→ 86%[activator]	-21%	-11	x	-3%	0%
- CCOC(=O)c1ccccc1NC(=O)CN1CCC(n2nnc3cc(C(F)(F)F)ccc32)CC1
→ -2%	18%	-13	1%	-14%	-24%
- CCOC(=O)c1ccccc1NC(=O)CSc1nnc(C)c(=O)[nH]1
→ -34%	-4%	u	-8%	-7%	u
- N#Cc1ccc(OCc2nnc3n2CCCCC3)cc1
→ 1%	6%	-20	-2%	1%	7%

Next part
Under each structure – AmpC no deterg	Sm TGR inh	HCMV inh	FBPA Giardia inh	AmpC detergent	HCV inh
- Cc1cc(CNC(=O)C2CCC(=O)N(Cc3ccccc3F)C2)on1 (configuration not stated)
→ -8%	1%	-32	3%	u	x
- Cn1cnnc1SCC(=O)Nc1sc2c(c1C(N)=O)CCC2
→ -34%	u	x	-19%	-7%	11%
- O=C(NCCc1c[nH]c2ccccc12)C(=O)NCC(c1ccco1)N1CCN(c2ccccc2F)CC1 (configuration not stated)
→ -10%	5%	x	0%	-8%	-4%
- O=C(Oc1cccc(C(=S)N2CCOCC2)c1)c1cccc([N+](=O)[O-])c1
→ 35%	-3%	-26	-30%	2%	26%

Source: PubChem BioAssay
